# IDH1 mut inh: blocks human IDH1 R132H reductase activity. O75874. diaphorase/resazurin fluorescence, 60 min. inhibition, % at 10 µM. 70,000 tested, 0.18% active; in the data active = inhibition above about 34%;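 note: 0% = DMSO and 100% = no enzyme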
# Target sequence (O75874 whole entry R132H): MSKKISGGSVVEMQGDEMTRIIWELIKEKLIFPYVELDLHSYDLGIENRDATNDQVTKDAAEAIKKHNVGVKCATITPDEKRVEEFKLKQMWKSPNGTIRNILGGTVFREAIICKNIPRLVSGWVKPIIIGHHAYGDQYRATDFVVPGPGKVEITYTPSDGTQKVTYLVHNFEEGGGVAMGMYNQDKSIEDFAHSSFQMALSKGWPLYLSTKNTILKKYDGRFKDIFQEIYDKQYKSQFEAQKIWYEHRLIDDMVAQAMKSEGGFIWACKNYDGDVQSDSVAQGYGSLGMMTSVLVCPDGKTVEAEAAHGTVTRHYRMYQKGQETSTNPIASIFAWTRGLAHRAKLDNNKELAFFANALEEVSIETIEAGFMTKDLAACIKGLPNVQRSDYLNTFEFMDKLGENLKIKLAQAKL
# PRC2 inh: EZH2 (human) methyltransferase inhibition | PRC2 H3K27 methylation, DELFIA TRF, 1 h | inhibition, % at 12.5 µM | 57,000 tested, 0.35% active | Q15910;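 active = mean inhibition of replicates at least 50% and every single replicate also reaching 50%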;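 note: dimethyl H3K27 on biotinylated H3 21-44 peptide detected by antibody; plate controls were median neutral control wells for no effect and median positive control wells for full effect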
# * hit, by the source's call; . = no result given.
SMILES,IDH1 mut inh,PRC2 inh
C[C@H]1CN([C@@H](C)CO)C(=O)c2cccc(NS(=O)(=O)c3ccccc3)c2O[C@@H]1CN(C)CC1CC1,.,20.0
O=C(C[C@H]1C[C@H]2c3cc(NC(=O)C4CCOCC4)ccc3O[C@H]2[C@H](CO)O1)NC1CCCC1,-0.2,5.9
COC(=O)C[C@H]1[C@]2(C)C3=C(C)[C@H](c4ccoc4)C[C@H]3O[C@@H]2[C@H](O)C2[C@](C)(C(=O)OC)C=CC(=O)[C@@]21C (stereo partly specified),1.7,.
C[C@H]1CN([C@@H](C)CO)S(=O)(=O)c2ccc(C#CC3CC3)cc2O[C@H]1CN(C)Cc1ccccc1F,-0.8,18.1
C[C@H](CO)N1C[C@H](C)[C@@H](CN(C)S(C)(=O)=O)Oc2ccc(NC(=O)Cc3cn(C)c4ccccc34)cc2CC1=O,0.1,-5.8
CC(=O)N(C)C[C@H]1Oc2cc(-c3ccc(C#N)cc3)ccc2S(=O)(=O)N([C@H](C)CO)C[C@H]1C,-2.4,-9.6
COc1cccc(NC(=O)Nc2ccc3c(c2)C(=O)N(C)C[C@H](OC)[C@@H](C)CN(CC2CC2)[C@H](C)CO3)c1,-0.7,4.6
O=C(Cc1ccccn1)NCC[C@@H]1CC[C@@H](NS(=O)(=O)c2ccc(F)cc2)[C@H](CO)O1,0.1,-3.8
CO[C@@H]1CN(C)C(=O)c2ccc(NC(=O)Nc3c(C)noc3C)cc2OC[C@@H](C)N(C(=O)Nc2cccc(Cl)c2)C[C@H]1C,0.2,-3.6
C[C@H]1CN([C@@H](C)CO)C(=O)c2cccc(NC(=O)Nc3ccc(F)cc3)c2O[C@H]1CN(C)S(=O)(=O)c1cccs1,1.0,.
CO[C@H](CN(C)S(=O)(=O)c1ccc(F)cc1)[C@H](C)CN(C(=O)Nc1ccccc1F)[C@@H](C)CO,-0.3,14.7
O=C(NCC[C@@H]1CC[C@H](NC(=O)c2cnccn2)[C@@H](CO)O1)Nc1ccc(F)cc1,1.1,9.1
Cc1ccc(NC(=O)C(C)Sc2nnc(C)s2)cc1 (stereo unspecified),-0.6,-1.5
C[C@@H]1CN([C@H](C)CO)C(=O)c2cc(NC(=O)C3CCCCC3)ccc2O[C@@H]1CN(C)C(=O)Nc1ccccc1,-0.1,3.2
O=C(Nc1c(Cl)cc(Cl)cc1C(=O)NCCN1CCOCC1)c1cccc([N+](=O)[O-])c1,0.7,-6.9
COc1ccccc1-c1ccc([C@H]2[C@@H](CO)N(C(=O)NC(C)C)[C@H]2C#N)cc1,-0.4,.
CO[C@H]1CN(C)C(=O)c2cc(NS(=O)(=O)Cc3ccccc3)ccc2OC[C@@H](C)NC[C@H]1C,-0.4,6.6
CCC(=O)Nc1ccc2c(c1)OC[C@@H](C)N(C(=O)c1ccccc1F)C[C@H](C)[C@H](OC)CN(C)C2=O,-0.1,0.8
CCC(=O)N(C)C[C@@H]1Oc2cc(C#CC3CCCC3)ccc2S(=O)(=O)N([C@@H](C)CO)C[C@H]1C,.,6.4
CN(C)C(=O)C[C@@H]1C[C@H]2c3cc(NC(=O)Nc4ccc(F)cc4)ccc3O[C@H]2[C@H](CO)O1,2.0,-1.6

# Given with two lines to a compound: entries from further up.
# Values in the order – IDH1 mut inh	PRC2 inh
CO[C@H]1CN(C)C(=O)c2cc(NS(=O)(=O)Cc3ccccc3)ccc2OC[C@@H](C)NC[C@H]1C
 : -0.4	6.6
CCC(=O)Nc1ccc2c(c1)OC[C@@H](C)N(C(=O)c1ccccc1F)C[C@H](C)[C@H](OC)CN(C)C2=O
 : -0.1	0.8
CCC(=O)N(C)C[C@@H]1Oc2cc(C#CC3CCCC3)ccc2S(=O)(=O)N([C@@H](C)CO)C[C@H]1C
 : .	6.4

# (listing goes on)
SMILES,IDH1 mut inh,PRC2 inh
CCCN1C[C@H](C)[C@H](OC)CN(C)C(=O)c2cc(NC(=O)Nc3cccc(OC)c3)ccc2OC[C@@H]1C,-0.2,-2.3
C[C@H](CO)N1C[C@H](C)[C@H](CN(C)Cc2ccc(Cl)c(Cl)c2)Oc2ccc(NC(=O)Cc3ccccc3)cc2C1=O,2.3,.
C[C@H](CO)N1C[C@H](C)[C@H](CN(C)Cc2ccc(C(F)(F)F)cc2)Oc2ccc(NC(=O)Nc3ccccc3)cc2C1=O,-0.2,.
CC1OC(Oc2cc(O)c(C3OC(C)C(O)C(O)C3O)c3oc(-c4ccc(O)cc4)cc(=O)c23)C(O)C(O)C1O (stereo unspecified),1.0,.
CCS(=O)(=O)N[C@@H]1C=C[C@@H](CC(=O)NCC2CCCCC2)O[C@@H]1CO,-0.2,6.8
O=C(NCC[C@@H]1CC[C@H](NC(=O)c2cccnc2)[C@@H](CO)O1)Nc1ccc(Cl)cc1,0.0,-4.0
CCC(=O)Nc1ccc2c(c1)C(=O)N(C)C[C@H](OC)[C@H](C)CN(C(C)=O)[C@@H](C)CO2,-0.1,6.0
COC(=O)c1cccc(OC(C)C(=O)O)c1 (stereo unspecified),4.9,-5.5
CCCNC(=O)N1[C@H](CO)[C@H](c2ccc(C3=CCCC3)cc2)[C@@H]1C#N,0.0,.
Cc1cc(C(=O)Nc2cccc3c2O[C@H](CN(C)Cc2ccc(Cl)c(Cl)c2)[C@@H](C)CN([C@H](C)CO)C3=O)n(C)n1,.,-4.5
CS(=O)(=O)N(CC(=O)Nc1cccc(C(F)(F)F)c1)c1cc(Cl)c(Cl)cc1Cl,0.2,-1.8
C[C@@H]1CN([C@@H](C)CO)C(=O)Cc2cc(NC(=O)Cn3cnnn3)ccc2O[C@@H]1CN(C)C(=O)NC1CCCCC1,-0.9,.
O=C(Nc1ccc(Cl)cc1)c1ccccc1NS(=O)(=O)c1cccc2cccnc12,-1.1,2.7
COc1cc(/C(C)=C/C(C)(O)C(C)O)oc(=O)c1C (stereo unspecified),-0.4,8.5
C[C@H]1CN([C@@H](C)CO)C(=O)c2cccc(NS(=O)(=O)c3cccs3)c2O[C@@H]1CN(C)Cc1ccc(-c2ccccc2)cc1,-0.1,-11.1
COc1ccccc1CNC(=O)C[C@H]1C[C@@H]2c3cc(NC(=O)NC4CCCC4)ccc3O[C@@H]2[C@H](CO)O1,-0.2,-21.0
C[C@@H]1CN([C@@H](C)CO)C(=O)c2cc(C3=CCCCC3)cnc2O[C@H]1CN(C)S(C)(=O)=O,.,5.7
CO[C@@H]1CN(C)C(=O)c2cc(NS(=O)(=O)c3cccc(F)c3)ccc2OC[C@H](C)N(C(=O)Cc2cccnc2)C[C@@H]1C,0.2,2.6
C[C@H](NC(=O)C[C@H]1C=C[C@H](NC(=O)Cc2ccccn2)[C@@H](CO)O1)c1ccccc1,-0.1,12.9
C[C@@H]1CN([C@@H](C)CO)C(=O)CCCn2cc(nn2)CO[C@H]1CN(C)S(=O)(=O)c1ccc(Cl)cc1,0.7,-2.6
C[C@@H]1CN([C@@H](C)CO)C(=O)c2cc(NS(=O)(=O)c3cn(C)cn3)ccc2O[C@@H]1CN(C)C(=O)Nc1ccccc1,0.1,.
Cc1sc2ncnc(SCC(=O)Nc3ccc4c(c3)OCCO4)c2c1C,0.1,15.7
CC(=O)N(C)C[C@@H]1Oc2cc(C3=CCCCC3)ccc2S(=O)(=O)N([C@@H](C)CO)C[C@@H]1C,.,1.8
CCCC#Cc1ccc2c(c1)O[C@H](CN(C)C(=O)Nc1ccc(OC)cc1)[C@@H](C)CN([C@@H](C)CO)S2(=O)=O,-4.2,.
O=C(Cc1ccncc1)Nc1ccc2c(c1)[C@H]1C[C@@H](CC(=O)NC3CCCC3)O[C@H](CO)[C@H]1O2,-0.1,0.8
COc1ccccc1-c1cnc2c(c1)C(=O)N([C@H](C)CO)C[C@@H](C)[C@H](CN(C)C(C)=O)O2,-0.5,2.0
Cc1ccc(S(=O)(=O)N(C)C[C@@H]2Oc3ccc(NC(=O)NC(C)C)cc3CC(=O)N([C@@H](C)CO)C[C@@H]2C)cc1,0.1,-2.2
C[C@@H]1CN([C@@H](C)CO)C(=O)Cc2cc(NC(=O)CCC(F)(F)F)ccc2O[C@H]1CN(C)C(=O)Nc1ccc(F)cc1,4.6,3.4
Cc1noc(C)c1NC(=O)Nc1ccc2c(c1)C(=O)N([C@H](C)CO)C[C@H](C)[C@H](CN(C)Cc1ccc3c(c1)OCO3)O2,.,-6.9
O=C(NCC[C@H]1CC[C@@H](NS(=O)(=O)c2ccc(Cl)cc2)[C@H](CO)O1)c1ccccc1F,0.0,-10.2
C[C@@H]1CN([C@@H](C)CO)C(=O)c2cc(NC(=O)CCN3CCOCC3)ccc2O[C@H]1CN(C)C(=O)Nc1ccc(C(F)(F)F)cc1,-0.1,.
C[C@@H]1CN([C@@H](C)CO)S(=O)(=O)c2ccc(C#Cc3cccc(F)c3)cc2O[C@@H]1CN(C)S(=O)(=O)c1cn(C)cn1,-3.1,-24.3
COc1cccc(NC(=O)N(C)C[C@H]2Oc3ncc(C4=CCCCC4)cc3C(=O)N([C@@H](C)CO)C[C@H]2C)c1,-0.3,-9.7
C[C@@H]1CN([C@H](C)CO)C(=O)c2cc(NS(=O)(=O)c3cn(C)cn3)ccc2O[C@@H](C)CCCCO[C@@H]1CN(C)Cc1ccncc1,-7.4,.
C[C@@H]1CN([C@H](C)CO)C(=O)c2cc(/C=C/c3ccccc3)cnc2O[C@H]1CN(C)S(=O)(=O)c1cccs1,-0.2,14.9
C[C@@H]1CCCCO[C@@H](CN(C)C)[C@H](C)CN([C@H](C)CO)C(=O)c2cc(NS(=O)(=O)c3cn(C)cn3)ccc2O1,4.8,10.2
C[C@H]1CN([C@@H](C)CO)C(=O)Cc2cc(NS(=O)(=O)c3cccs3)ccc2O[C@@H]1CN(C)Cc1ccc(C(F)(F)F)cc1,2.3,.
CCCNC(=O)Nc1ccc2c(c1)OC[C@H](C)N(C(=O)C1CCC1)C[C@@H](C)[C@H](OC)CN(C)C2=O,0.5,-4.7
COC(=O)c1oc2c(c1C)-c1nc3ccccc3nc1C(C)(C)C2,-0.4,12.4
C[C@@H]1CN([C@@H](C)CO)C(=O)c2cccc(NS(=O)(=O)c3ccc(Cl)cc3)c2O[C@@H]1CN(C)S(=O)(=O)c1ccccc1,0.8,.
CO[C@H]1CN(C)C(=O)c2ccc(NC(=O)c3ccc(F)cc3)cc2OC[C@H](C)N(C(=O)CN(C)C)C[C@@H]1C,0.1,5.8
Cc1noc(C)c1NC(=O)Nc1ccc2c(c1)C(=O)N([C@H](C)CO)C[C@H](C)[C@@H](CN(C)Cc1ccc3c(c1)OCO3)OCCCC[C@H](C)O2,-1.9,.
CO[C@@H]1CN(C)C(=O)c2ccc(NC(=O)C3CC3)cc2OC[C@H](C)N(C(=O)c2ccccc2)C[C@H]1C,-0.2,-1.6
COc1cccc2c1C(=O)c1c(O)c3c(c(O)c1C2=O)C[C@@](O)(C(C)=O)C[C@@H]3OC1CC(N)C(O)C(C)O1 (stereo partly specified),-0.6,.
Cc1ccccc1S(=O)(=O)NCC[C@@H]1CC[C@@H](NC(=O)C2CCC2)[C@@H](CO)O1,-0.1,-0.2
Cc1noc(C)c1NC(=O)N(C)C[C@@H]1Oc2ccc(NC(=O)c3ccncc3)cc2C(=O)N([C@@H](C)CO)C[C@H]1C,2.1,.
C[C@@H]1CN([C@H](C)CO)C(=O)CCCn2nncc2CO[C@H]1CN(C)C(=O)Nc1ccc(C(F)(F)F)cc1,.,-3.0
C[C@H](CO)N1C[C@H](C)[C@H](CN(C)S(=O)(=O)c2ccc(F)cc2)Oc2ncc(-c3ccccc3)cc2C1=O,0.3,-8.2
CCCC(=O)Nc1ccc2c(c1)OC[C@@H](C)N(Cc1ccc(F)cc1)C[C@@H](C)[C@@H](OC)CN(C)C2=O,-0.3,-3.9
C[C@@H]1CN([C@@H](C)CO)S(=O)(=O)c2ccc(-c3ccccc3)cc2O[C@H]1CN(C)Cc1ccccc1C(=O)O,-4.0,-8.9

# Given with bars between the fields: part of the list above.
structure | IDH1 mut inh | PRC2 inh
CO[C@@H]1CN(C)C(=O)c2ccc(NC(=O)C3CC3)cc2OC[C@H](C)N(C(=O)c2ccccc2)C[C@H]1C | -0.2 | -1.6
COc1cccc2c1C(=O)c1c(O)c3c(c(O)c1C2=O)C[C@@](O)(C(C)=O)C[C@@H]3OC1CC(N)C(O)C(C)O1 (stereo partly specified) | -0.6 | .
Cc1ccccc1S(=O)(=O)NCC[C@@H]1CC[C@@H](NC(=O)C2CCC2)[C@@H](CO)O1 | -0.1 | -0.2
Cc1noc(C)c1NC(=O)N(C)C[C@@H]1Oc2ccc(NC(=O)c3ccncc3)cc2C(=O)N([C@@H](C)CO)C[C@H]1C | 2.1 | .
C[C@@H]1CN([C@H](C)CO)C(=O)CCCn2nncc2CO[C@H]1CN(C)C(=O)Nc1ccc(C(F)(F)F)cc1 | . | -3.0

# Later entries:
SMILES,IDH1 mut inh,PRC2 inh
C[C@@H]1CN([C@H](C)CO)C(=O)c2cccc(NC(=O)C3CC3)c2O[C@H]1CN(C)C(=O)Nc1ccccc1,.,-7.8
COc1cccc(NC(=O)N[C@@H]2CC[C@H](CC(=O)N3CCCCC3)O[C@H]2CO)c1,-0.3,1.0
CC(=O)c1cccc(NC(=O)Nc2nn(Cc3c(F)cccc3Cl)cc2Br)c1,-0.4,8.9
CNC[C@H]1Oc2c(NC(=O)c3cnccn3)cccc2C(=O)N([C@H](C)CO)C[C@@H]1C,1.2,13.3
COc1cccc(S(=O)(=O)Nc2ccc3c(c2)OC[C@H](C)N(Cc2ccccc2F)C[C@@H](C)[C@@H](OC)CN(C)C3=O)c1,0.1,23.9
C[C@H]1CN([C@@H](C)CO)C(=O)c2cc(NC(=O)C3CCCCC3)ccc2O[C@@H]1CN(C)C(=O)NC1CCCCC1,0.3,4.2
CO[C@@H]1CN(C)C(=O)c2cc(NC(=O)NC(C)C)ccc2OC[C@@H](C)N(Cc2ccccn2)C[C@H]1C,0.3,2.5
Cc1noc(C)c1S(=O)(=O)Nc1ccc2c(c1)C(=O)N([C@@H](C)CO)C[C@H](C)[C@H](CN(C)S(=O)(=O)c1c(C)noc1C)O2,1.4,.
CCCN(C)C[C@H]1Oc2cc(C#C[C@H](C)O)ccc2S(=O)(=O)N([C@@H](C)CO)C[C@H]1C,1.8,-14.8

# High-throughput results as filed in PubChem BioAssay.

# Some of the compounds tested (hit frequency here may not be typical).
